EBV gp42 block – Epstein-Barr virus gp42 inhibitors, primary screen, biochemical, uHTS, fluorescence polarization; Fluorescence polarization binding assay, mP read-out; inhibition, % (tested at 21.74 µM); actives 0.42% (n = 220,000); AID 1085, 2008; in the data active = inhibition above about 50%
14-3-3 Bad PPI – inhibitors of 14-3-3 zeta/Bad binding, primary screen, biochemical, TR-FRET, bovine 14-3-3 zeta | 14-3-3 protein zeta/delta (Bos taurus), P63103 | TR-FRET 14-3-3zeta/Dy647-pBad peptide displacement, 1 h | inhibition, % at 21.7 µM | actives 0.71% (n = 220,000) | AID 781, 2007;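 active = inhibition above about 70%, limit read from the data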;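 also: 0% = full 14-3-3 plus peptide FRET controls and 100% = background without 14-3-3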
Target sequence (P63103 whole entry, looked up): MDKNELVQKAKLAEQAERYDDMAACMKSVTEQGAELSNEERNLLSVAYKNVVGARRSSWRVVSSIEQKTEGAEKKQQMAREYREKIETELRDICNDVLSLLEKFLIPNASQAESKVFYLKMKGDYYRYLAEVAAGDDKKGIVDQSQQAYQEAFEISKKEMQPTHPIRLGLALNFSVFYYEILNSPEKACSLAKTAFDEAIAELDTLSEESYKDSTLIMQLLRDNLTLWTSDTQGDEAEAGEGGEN
eIF4E 4G PPI – eIF4E–eIF4G protein interaction inhibitors, primary screen, biochemical, uHTS, TR-FRET, eIF4GI fragment; Eukaryotic translation initiation factor 4E (Mus musculus) + Eukaryotic translation …; TR-FRET eIF4E-eIF4GI(517-606) binding, 2 h; inhibition, % at 21.7 µM; actives 0.37% (n = 220,000);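 also: 0% = full FRET control wells and 100% = background wells lacking eIF4GI fragment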
KCC2 mod – KCC2 cotransporter modulators, thallium flux, primary screen, cell-based, HEK293 KCC2, FluoZin-2 fluorescence, MLSMR; Solute carrier family 12 member 5 (Homo sapiens), Q9H2X9; KCC2 cells, thallium flux FluoZin-2 fluorescence; B-score of Tl+ flux slope (higher = more flux/activation; lower = inhibition) at 10 µM; actives 2.2% (n = 190,000); AID 1456, 2008;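 active = thallium flux slope and its plate-corrected score both differing from the plate sample mean at a set confidence after two filtering rounds, in either direction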;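 also: slope of fluorescence scaled to starting intensity during 10 to 20 s after thallium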
Rad51 HR inh – human RAD51 strand exchange inhibitors, primary screen, biochemical, fluorescence; hRad51 DNA strand exchange, fluorescence dequenching; AID 1385, 2008; actives 0.085% (n = 200,000); inhibition, % at 10 µM;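 active = inhibition above 40% at the single screening dose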;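 also: 0% = DMSO control wells and 100% = blanks with heterologous ssDNA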
Target sequence (Q06609 whole entry, looked up): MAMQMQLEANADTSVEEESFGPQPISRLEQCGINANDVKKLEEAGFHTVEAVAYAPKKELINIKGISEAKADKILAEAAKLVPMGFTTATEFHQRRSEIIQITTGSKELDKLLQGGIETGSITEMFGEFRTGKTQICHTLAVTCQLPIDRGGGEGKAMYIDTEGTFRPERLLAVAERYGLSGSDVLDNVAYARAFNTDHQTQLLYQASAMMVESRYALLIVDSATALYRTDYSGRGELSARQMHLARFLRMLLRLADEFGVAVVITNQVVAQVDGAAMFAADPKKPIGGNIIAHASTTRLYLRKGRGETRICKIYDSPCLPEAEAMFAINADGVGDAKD
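Test system: preformed human Rad51 ssDNA filaments; also added: Donor/quencher-labelled 47-bp dsDNA substrate; doses: 10 µM final, single point; times: 37 °C 15-min filament assembly, 30-min compound preincubation, 15-min exchange; detection: FRET fluorescence dequenching, excitation 485 nm, emission 520 nm; read-out basis: Fluorescence-based percent inhibition, control- and blank-normalised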
p47phox inh – p47phox/p22phox peptide binding inhibitors, primary screen, biochemical, uHTS, NADPH oxidase regulatory subunit | fluorescence polarization, 2 h | inhibition, % at 24.7 µM | actives 0.53% (n = 220,000) | AID 1274, 2008;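 also: 0% = p47phox with labelled peptide and 100% = labelled peptide alone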
Target sequence (P14598 whole entry, looked up): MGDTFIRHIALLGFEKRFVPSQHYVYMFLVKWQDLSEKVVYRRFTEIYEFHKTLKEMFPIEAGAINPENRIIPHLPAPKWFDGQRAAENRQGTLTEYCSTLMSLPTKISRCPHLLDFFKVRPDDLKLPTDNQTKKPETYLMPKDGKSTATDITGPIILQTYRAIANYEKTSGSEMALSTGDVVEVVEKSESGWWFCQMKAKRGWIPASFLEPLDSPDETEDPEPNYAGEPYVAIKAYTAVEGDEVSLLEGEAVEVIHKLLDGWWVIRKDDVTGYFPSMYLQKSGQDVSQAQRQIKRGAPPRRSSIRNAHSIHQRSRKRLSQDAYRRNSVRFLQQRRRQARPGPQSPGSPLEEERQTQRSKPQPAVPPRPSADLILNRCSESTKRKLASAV
Furin inhibitor – human furin inhibitors, primary screen, biochemical, fluorescence intensity. actives 0.061% (n = 220,000). AID 463115, 2010. purified furin, fluorogenic substrate cleavage. inhibition, % at 30 µM. P09958; in the data active = inhibition above about 25%; also: inactives centre near -15
thrombin 1536 – human alpha-thrombin inhibitors, primary screen, counter-screen for coagulation protease inhibitor project, biochemical, 1536-well, fluorogenic AMC substrate. inhibition, % at 5 µM. actives 0.26% (n = 220,000). Boc-VPR-AMC fluorogenic substrate cleavage. Prothrombin (Homo sapiens), P00734;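 active = inhibition at or above 40%; inactive = inhibition below 40%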;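 also: 0% = enzyme with no compound and 100% = wells without enzyme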
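System – human alpha-thrombin · Medium – pH 7.5 Tris (50 mM) with NaCl 150 mM, Tween 20 0.05% · Compound – single-point dosing at 5 µM, 0.2% DMSO · Incubation – enzyme reaction carried out at room temperature · Technique – fluorescence of released AMC, ex 355 nm, em 460 nm · Read-out basis – % inhibition of thrombin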
hK5 inh – human KLK5 protease inhibitors, primary screen, biochemical, 1536-well | recombinant hK5, fluorogenic AMC substrate cleavage | inhibition, % at 5 µM | actives 0.59% (n = 210,000) | AID 873, 2007;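 active = inhibition of 40% or more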;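 also: 0% = enzyme controls without compound and 100% = no-enzyme blanks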
An asterisk follows results filed as active; . = no result given; [ ] = remark or other dose.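 The calls were made as follows, unless noted: active = inhibition above about 30% (limit read from the data); inactive = the rest.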

| SMILES | EBV gp42 block | 14-3-3 Bad PPI | eIF4E 4G PPI | KCC2 mod | Rad51 HR inh | p47phox inh | Furin inhibitor | thrombin 1536 | hK5 inh |
| --- | --- | --- | --- | --- | --- | --- | --- | --- | --- |
| COc1cc(C2/C(=C(/O)c3ccc(OCC(C)C)cc3)C(=O)C(=O)N2CCN(C)C)ccc1O (stereo unspecified) | -8 | 13 | -10 | 0.62 | -8 | -3 | -7 | 2 | -2 |
| O=C(Nc1ccc(N2CCCCC2)c(Cl)c1)c1cccnc1 | -19 | 5 | -9 | -0.64 | 0 | -62 | -14 | 6 | -7 |
| COC(=O)c1ccc(C2c3c(oc4ccc(F)cc4c3=O)C(=O)N2CCO)cc1 (stereo unspecified) | -6 | 2 | -4 | . | 5 | -9 | -22 | -11 | -20 |
| CCNc1ccc2c(Cl)cc(=O)oc2c1 | -5 | 3[fluorescence artefact?] | 6[fluorescence artefact?] | -0.038 | . | -10 | -17[20 µM] | 0 | -48 |
| CCN(CC)S(=O)(=O)c1ccc(Cl)c(NC(=O)c2ccccc2C)c1 | -15 | 13[fluorescence artefact?] | 0 | . | 4 | -5 | -20[20 µM] | -3 | -3 |
| CC(C)c1onc(C(=O)NCc2ccc(F)cc2)c1[N+](=O)[O-] | -3 | -2 | -1 | -0.76 | 0 | -18 | -2 | -3 | -24 |
| CC(=O)N1CC2(CC(=O)OC(C)C)CN(C(C)=O)CC(CC(=O)OC(C)C)(C1)C2=O | -15 | 15 | 1 | 0.38 | 3 | -8 | -23 | 1 | -21 |
| O=C(NCCc1ccccc1)C1CCN(Cc2ccccc2F)CC1 | -19 | 1[fluorescence artefact?] | -1 | -1.8 | 1 | -1 | -19 | -4 | 13 |
| COc1ccc(/C(C)=N/NC(=O)CNC(=O)C2COc3ccccc3O2)c(OC)c1 (stereo unspecified) | -1 | -5 | 1 | -0.43 | 2 | 2 | -6 | 16 | 35 |
| Cc1ccc([N+](=O)[O-])cc1N=Nc1c(-c2ccc([N+](=O)[O-])cc2)[nH]n(C(N)=S)c1=O | 107* | 43 | 18 | -2.1 | 8 | 4 | 7 | 0 | -4 |
| CCc1nc(SCc2cccnc2)c2c(=O)n(C)c(=O)n(C)c2n1 | 5 | 0 | 1 | . | -3 | -10 | -34 | -4 | -1 |
| CCOc1ccc2nc(SC(C)C(N)=O)[nH]c2c1 (stereo unspecified) | -14 | 11 | -2 | 0.34 | -3 | -4 | -16 | 4 | 0 |
| CCSc1ncc(C)cc1[N+](=O)[O-] | -3 | -23[fluorescence artefact?] | 1 | 0.051 | 1 | 2 | -12 | -1 | -19 |
| Cc1ccc2cccc(OCC(=O)NCc3ccco3)c2n1 | -15 | 2 | 5 | -0.88 | 1 | -15 | -14 | -7 | 6 |
| N/C(Cc1nc(-c2ccc(F)cc2)cs1)=N\O | 0 | 5 | 8 | -0.95 | 9 | 5 | -8 | -4 | 11 |
| c1ccc(-c2csc(-c3ccc(-c4csnn4)cc3)n2)cc1 | -10 | 0 | -1 | -0.95 | 7 | -8 | -15 | -3 | -1 |
| CCOC(=O)c1c(C)[nH]c(C(=O)/C(C#N)=C/c2ccc(OC)c(OC)c2)c1C | -9 | -4[fluorescence artefact?] | -4[fluorescence artefact?] | 1.3 | . | -13 | -1 | -8 | -20 |
| CC(C)(C)NC(=O)/C=C/c1cccc(C(F)(F)F)c1 | -18 | -4[fluorescence artefact?] | 0 | -0.43 | 27 | -5 | -23 | 2 | -13 |
| Cn1c(SCc2ccccc2)nnc1-c1ccc2c(c1)OCO2 | -14 | -5 | -5 | -0.84 | 16 | -3 | -23[20 µM] | -1 | -17 |
| CC1CN(C(=O)c2cccc(COc3ccc(Br)cc3)c2)CC(C)O1 (stereo unspecified) | 5 | -5 | -2 | -0.89 | 13 | 1 | -18 | -12 | -12 |
| O=C(CSc1nnc(-c2ccccc2)n1Cc1ccco1)Nc1ccc(S(=O)(=O)N2CCCC2)cc1 | -26 | 15 | 1 | . | . | -19 | -3[20 µM] | -7 | -2 |
| O=C(N/N=C/C=C\c1ccccc1[N+](=O)[O-])c1ccco1 | 7 | -2 | -1 | 1.6 | -4 | -8 | -2 | 0 | 19 |
| CCCCN(C)CCNC(=O)C(=O)c1c(C)[nH]c2ccccc12 | -9 | -7 | -5 | -0.056 | 2 | 2 | -6 | -21 | -9 |
| CCOC(=O)NN1C(=O)c2ccccc2NC1c1ccc(OC)c(OC)c1 (stereo unspecified) | -5 | -3 | 0 | 1 | -6 | -6 | -47 | 1 | -18 |
| CCc1cc2c(NCCC(=O)O)ncnc2s1 | -3 | -10 | 6 | 0.044 | 6 | -1 | -16[20 µM] | -1 | -32 |
| Cc1cccc(NC(=S)NNC(=O)c2csc3c2CCCC3)c1 | 2 | -29 | -4 | 21* | 1 | -15 | -30[20 µM] | 3 | -344 |
| CC(=O)Nc1ccc(S(=O)(=O)N2CCSC2c2ccc(C)cc2)cc1 (stereo unspecified) | -5 | -5 | -3 | 0.98 | 5 | -9 | -8 | -4 | -8 |
| COC(=O)c1[nH]c2cccc(C)c2c1NC(=O)CN1CCN(c2ccccc2OC)CC1 | -24 | 7 | 1 | 0.012 | -13 | -11 | -2 | -2 | -4 |
| O=C(Cc1c[nH]c2ccccc12)N/N=C/c1ccc(F)cc1 | -11 | 2 | 3 | -0.66 | -5 | 4 | -22 | -3 | -7 |
| CCn1c2ccccc2c2cc(NC(=O)C(=O)NCC3CCCO3)ccc21 (stereo unspecified) | -9 | -2 | -3 | 0.06 | -2 | 3 | -21 | -4 | 5 |
| CCOC(=O)C1(Cc2ccccc2C(F)(F)F)CCN(C2CCN(C(C)=O)CC2)CC1 | -2 | -5 | -2 | -1.3 | . | -3 | -25 | -8 | . |
| COc1ccccc1NC(=O)NCCC1=CCCCC1 | 2 | -18 | -3 | -0.97 | 13 | 5 | -27 | -1 | . |
| O=C(COc1ccccc1)N1CCN(c2ccccc2)CC1 | -7 | -2 | 2 | -0.056 | -9 | -4 | -28 | 0 | -10 |
| CCCN1C(=O)/C(=C2\SC(N3CCCCC3)=NC2=O)c2ccccc21 | 4 | -21 | -2 | -0.7 | 0 | -9 | -9 | -1 | 17 |
| CNC(=O)COC(=O)c1ccc(Cl)c(S(N)(=O)=O)c1 | 2 | 1 | 2 | -0.28 | -4 | -15 | 0 | 13 | 49* |
| CCn1c(C)cs/c1=N\C(=S)Nc1ccccc1C | 6 | -17 | -3 | 0.0085 | 3 | -29 | -7 | 2 | -18 |
| CSc1ccc(/C=C/c2cc(=O)c3ccccc3[nH]2)cc1 | -8 | -7 | 2 | -0.28 | -44 | -4 | -16 | -12 | -10 |
| NC(=O)CNC(=O)[C@@H]1CC2(CC(c3cccc(Br)c3)=NO2)CN1C(=O)c1ccc(Br)cc1 (stereo partly specified) | -24 | 1 | 2 | -0.35 | 13 | -10 | 10[20 µM] | 2 | 1 |
| OCCNc1c2ccccc2nc2ccccc12 | -4 | -9 | 0 | 0.072 | 11 | 8 | -23 | -1 | 4 |
| CC1(C)C=C(c2ccc(C=O)s2)CC(C)(C)N1C=O | 3 | 1 | 4 | 0.099 | -43 | 1 | -18 | -1 | -3 |
| CCn1c(SCC(=O)Nc2ccc(S(=O)(=O)Nc3onc(C)c3C)cc2)nnc1-c1ccccc1 | -14 | 11[fluorescence artefact?] | 3[fluorescence artefact?] | . | 3 | -11 | -26[20 µM] | 2 | 7 |
| Cc1ccccc1-n1c(-c2ccc3ccccc3n2)n[nH]c1=S | -13 | -4 | 0 | 11* | -1 | -13 | -5 | -2 | -4 |
| Cc1oc(-c2ccccc2)nc1CS(=O)CC(=O)N1CCc2ccccc2C1 (stereo unspecified) | -3 | 2 | 5 | . | 12 | -5 | -26 | 4 | -3 |
| CCOC(=O)/C(N=Nc1c(C)n(C)n(-c2ccccc2)c1=O)=C(/O)c1ccccc1 | -1 | -17 | 0 | -2.8 | -2 | 10 | 3 | 2 | 1 |
| COc1ccc(-c2[nH]nc3c2C(c2ccoc2)C(C#N)=C(N)O3)cc1 (stereo unspecified) | -1 | -2 | 2 | 0.28 | 3 | 6 | -6[20 µM] | 2 | -6 |
| CCOc1ncccc1C(=O)Nc1cccc(C(=O)Nc2cccc(S(=O)(=O)CCO)c2)c1 | -14 | -7[fluorescence artefact?] | -1 | -0.97 | 7 | -40 | -26 | 3 | -7 |
| Cc1ccc(-c2nc3ncccc3o2)cc1NC(=O)COc1ccccc1 | 4 | 38[fluorescence artefact?] | -2 | 1.2 | 0 | -9 | -22[20 µM] | -2 | -3 |
| COCCNC(=O)c1ccccc1NC(=O)CSc1ccc(C)cc1 | -15 | -5 | 1 | 0.29 | . | -5 | -22 | 1 | . |
| Cc1ccc2nc(SCC(=O)NCc3ccco3)c(C#N)cc2c1 | -12 | -13[fluorescence artefact?] | -33[fluorescence artefact?] | . | -9 | 33* | -16[20 µM] | 14 | -21 |
| Cc1onc(-c2ccccc2)c1C1=N/C(=C\c2ccccc2F)C(=O)O1 | -6 | -2 | 0 | 0.49 | 0 | 0 | -24 | -22 | 6 |
| O=C(c1ccco1)N1CCN(C(c2ccccc2F)c2nnnn2CC2CCCO2)CC1 (stereo unspecified) | -3 | 57 | -12 | -1.1 | -9 | -13 | -17 | 0 | -10 |
| O=C(CSc1nnc(-c2ccccc2O)o1)Oc1ccc(OCc2ccccc2)cc1 | -22 | -5[fluorescence artefact?] | -28[fluorescence artefact?] | . | -1 | 1 | -28 | -2 | -15 |
| Cc1cc(N2CCOCC2)nc(SCC(=O)c2ccccc2)n1 | -7 | 9 | 1 | -0.012 | -1 | -3 | 3 | -2 | 4 |
| COc1ccc(OCC(O)CN2CCN(c3ccccc3)CC2)cc1 (stereo unspecified) | 0 | 11 | 1 | 0.15 | 2 | -7 | -7 | -7 | 5 |
| CCN1C(=O)N[C@@H](CCc2ccccc2)[C@@H](C(=O)OC)[C@H]1C | -13 | -2 | -4 | -0.033 | 9 | -9 | -21 | 3 | 3 |

Exported field by field: entries from further up.
> COc1cc(C2/C(=C(/O)c3ccc(OCC(C)C)cc3)C(=O)C(=O)N2CCN(C)C)ccc1O (stereo unspecified)
  EBV gp42 block = -8; 14-3-3 Bad PPI = 13; eIF4E 4G PPI = -10; KCC2 mod = 0.62; Rad51 HR inh = -8; p47phox inh = -3; Furin inhibitor = -7; thrombin 1536 = 2; hK5 inh = -2

> CCOC(=O)/C(N=Nc1c(C)n(C)n(-c2ccccc2)c1=O)=C(/O)c1ccccc1
  EBV gp42 block = -1; 14-3-3 Bad PPI = -17; eIF4E 4G PPI = 0; KCC2 mod = -2.8; Rad51 HR inh = -2; p47phox inh = 10; Furin inhibitor = 3; thrombin 1536 = 2; hK5 inh = 1

> CCOC(=O)C1(Cc2ccccc2C(F)(F)F)CCN(C2CCN(C(C)=O)CC2)CC1
  EBV gp42 block = -2; 14-3-3 Bad PPI = -5; eIF4E 4G PPI = -2; KCC2 mod = -1.3; Rad51 HR inh = .; p47phox inh = -3; Furin inhibitor = -25; thrombin 1536 = -8; hK5 inh = .
